High-throughput results (PubChem)
NPSR antag = antagonists of human neuropeptide S receptor cAMP signaling; Q6W5P4; CHO-NPSR cells, cAMP TR-FRET, antagonist mode; 220,000 compounds, 1% hits; Potency, µM (top dose mostly 38.3 µM), for the others: top-dose activity change, negative = inhibition, usual class: inhibitors; AID 1461; also: potency is read from the fitted curve at half-maximal effect; % is scaled to controls: 0 for no effect and ±100 for the full control effect; nearly all actives have a fitted effect of over 50% in size; many of its hits are not listed in these tables
Tau fluor counter = counter-screen for tau fibril formation inhibitors. Potency, µM (highest dose often 57.7 µM), for the others: top-dose activity change, negative = decrease. tau K18 P301L (four-repeat tau fragment) Alexa594 fluorescence, heparin fibrillization. 280,000 compounds, 0.93% hits; also: potency is read from the fitted curve at half-maximal effect; % is scaled to controls: 0 for no effect and ±100 for the full control effect; nearly all actives have a fitted effect of over 55% in size
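Human K18 P301L tau (15 uM unlabeled plus 0.24 uM Alexa 594-labeled, final) in 100 mM sodium acetate pH 7 was mixed with compound and 20 uM heparin and incubated 6 hr at 37 C.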
Tau fibril FP = blocks human tau fibril formation measured by polarization; K18 P301L tau heparin fibrillization, Alexa594 FP, 6 h; P10636; Potency, µM (top dose mostly 57.7 µM), for inactives: top-dose activity, negative = inhibition, actives largely listed as inhibitors; 280,000 compounds, 0.39% hits; also: potency is read from the fitted curve at half-maximal effect; % is scaled to controls: 0 for no effect and ±100 for the full control effect; nearly all actives have a fitted effect of over 55% in size
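Human tau K18 […] P301L fragment, 15 uM unlabeled plus 0.24 uM Alexa 594-labeled tau (final), with compound and 20 uM heparin in 100 mM sodium acetate pH 7; 6 hr at 37 C, then Alexa 594 FP read.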
TRb SRC2 PPI = disrupts binding of human TR beta to SRC2; 280,000 compounds, 0.065% hits; AID 1469; TRbeta-SRC2 peptide binding, fluorescence polarization; receptor liganded with 1 µM T3; P10828; Potency, µM (top dose mostly 106 µM), without a hit: top-dose activity change, negative = inhibition, actives largely listed as inhibitors;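 also: potency is read from the fitted curve at half-maximal effect; plate controls were bound peptide for no effect and peptide without receptor for full effect; nearly all actives have a fitted effect of over 50% in size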
Target sequence (P10828 whole entry, looked up): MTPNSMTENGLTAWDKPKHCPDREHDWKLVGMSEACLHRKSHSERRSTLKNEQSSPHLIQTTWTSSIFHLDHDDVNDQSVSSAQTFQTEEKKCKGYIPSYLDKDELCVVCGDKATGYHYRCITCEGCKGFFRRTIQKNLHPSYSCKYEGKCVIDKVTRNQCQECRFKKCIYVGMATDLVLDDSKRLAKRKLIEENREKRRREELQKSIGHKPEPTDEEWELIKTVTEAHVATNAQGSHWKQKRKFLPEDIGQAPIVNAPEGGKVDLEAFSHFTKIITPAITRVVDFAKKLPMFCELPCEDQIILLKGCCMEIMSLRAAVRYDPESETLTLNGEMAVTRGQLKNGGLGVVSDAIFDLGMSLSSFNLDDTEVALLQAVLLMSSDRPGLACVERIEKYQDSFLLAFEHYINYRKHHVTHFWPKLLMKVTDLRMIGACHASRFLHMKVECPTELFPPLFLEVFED
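Decrease in fluorescence polarization of 20 nM Texas Red SRC2 coactivator peptide flagged inhibition of its binding to 0.6 uM TRb LBD; 1 uM T3 included, incubation 5 hr, ex 555/em 632 nm.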
Epigenetic reg = derepresses silenced GFP reporter in murine cells; murine LDR cells, GFP reporter derepression, 30 h; Potency, µM (doses to about 53.9 µM), inactives show at the top dose GFP activation, hits mostly activators; 280,000 compounds, 0.2% hits; also: potency is read from the fitted curve at half-maximal effect; % of control where 0% means no effect; nearly all actives have a fitted effect of over 60% in size
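Murine LDR cells carrying a silenced, genomically integrated CMV-driven GFP reporter were exposed to compound for 30 hours at 37 C. After PBS washes, GFP-positive cells (20–120 um objects) were counted by laser-scanning microplate cytometry.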
CBFb-RUNX1 inh = CBF-beta/RUNX1 interaction disruption. 230,000 tested, under 10 active. AID 1477. Q01196+Q13951. AlphaScreen CBFb-His/RUNX1-biotin binding, biochemical. Potency, µM (titrated, usually from 59.8 µM), for the others: at the top dose activity, negative = inhibition, most hits filed as inhibitors; also: % of control where 0% means no effect
Target sequence (Q01196 whole entry, looked up): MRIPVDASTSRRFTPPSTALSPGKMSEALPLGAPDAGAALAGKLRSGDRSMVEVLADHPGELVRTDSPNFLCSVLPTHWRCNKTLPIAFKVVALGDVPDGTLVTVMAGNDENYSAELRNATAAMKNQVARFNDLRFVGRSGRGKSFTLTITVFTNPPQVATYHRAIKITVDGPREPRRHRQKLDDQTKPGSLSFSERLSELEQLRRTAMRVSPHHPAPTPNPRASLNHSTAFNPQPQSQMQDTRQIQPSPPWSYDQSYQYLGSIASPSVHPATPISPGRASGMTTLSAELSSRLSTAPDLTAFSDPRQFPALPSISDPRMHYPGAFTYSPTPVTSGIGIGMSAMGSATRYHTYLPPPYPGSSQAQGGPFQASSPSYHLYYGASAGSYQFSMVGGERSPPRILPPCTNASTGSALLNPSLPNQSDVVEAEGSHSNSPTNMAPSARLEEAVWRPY
Target sequence (Q13951 whole entry, looked up): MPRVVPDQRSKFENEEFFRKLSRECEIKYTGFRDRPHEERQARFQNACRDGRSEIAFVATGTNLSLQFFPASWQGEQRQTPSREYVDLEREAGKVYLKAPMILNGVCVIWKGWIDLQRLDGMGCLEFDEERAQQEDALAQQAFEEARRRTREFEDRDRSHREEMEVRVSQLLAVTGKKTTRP
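Bead-based AlphaScreen assay; binding partners His-tagged CBF-beta and biotinylated RUNX1 at 30 nM each. Compound exposure 15 min after a 20-min protein preincubation; bead step 90 min; all steps at room temperature.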
TexasRed fluor = alters Texas Red total fluorescence, flagging assay interference. Potency, µM (highest dose often 106 µM), for inactives: at the highest dose fluorescence change, negative = quenching. 280,000 compounds, 0.29% hits. TRb/SRC2 Texas Red total fluorescence interference; active = well fitted curve in either direction with a large enough effect; inconclusive = small, poorly fitted or top-dose-only effect; also: potency is read from the fitted curve at half-maximal effect; % is scaled to controls: 0 for no effect and ±100 for the full control effect
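Flags fluorescent or light-absorbing compounds by total fluorescence, S + 2P, at 555 nm excitation and 632 nm emission. Mixture: 20 nM Texas Red SRC2 peptide, 0.6 uM human TRb LBD, 1 uM T3, 5% DMSO; compound exposure 5 h at ambient temperature.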
GLA spleen mod = inhibits or activates alpha-galactosidase in human spleen homogenate; P06280; human spleen homogenate, 4MU-alpha-Gal fluorescence, 40 min; Potency, µM (top dose mostly 80 µM), for inactives: top-dose activity change, negative = inhibition, hits mostly inhibitors; 240,000 compounds, 0.008% hits; AID 2107;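 also: potency is read from the fitted curve at half-maximal effect; 0% = enzyme with vehicle and -100% = no enzyme basal signal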
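Human spleen homogenate (1 ug) was the enzyme source, with 4-methylumbelliferyl-alpha-D-galactopyranoside (1 mM final) in pH 5.0 citrate buffer with 0.01% Tween-20. Compounds were titrated; after 40 min at 37C, NaOH/glycine stop, 4-MU fluorescence read; AC50 from Hill fits.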
Numbers without * were called inactive; ? = inconclusive; / = no result given; [ ] = remark or other dose. Unless noted, calls follow the shape of the dose curve; as a rule, active = well fitted curve in the direction sought with a large enough effect; inconclusive = small, poorly fitted or top-dose-only effect, or another doubt; inactive = no such curve, though single readings can be large; an effect the other way counts as inactive or inconclusive. The list is partial; the hit share may differ from the screen's.

SMILES | NPSR antag | Tau fluor counter | Tau fibril FP | TRb SRC2 PPI | Epigenetic reg | CBFb-RUNX1 inh | TexasRed fluor | GLA spleen mod
CCOc1cc(/C=N/NC(=O)c2cccnc2)ccc1OCc1ccc(C(=O)OC)o1 | 3.8% | 3.2% | -0.2% | 3.5% | ? | 1.0% | -5.0% | 9.1%
CCOC(=O)c1ccc(NS(=O)(=O)c2ccc3c(c2)OCCO3)cc1 | / | -29.0% | -8.5% | 1.7% | -1.0% | / | -2.2% | /
CCN(C(=O)Cn1nc(Cc2cccnc2)c2ccccc2c1=O)c1cc(C)ccc1C | / | -4.2% | 5.4% | -11.1% | 6.9% | / | -1.3% | /
Cc1cccc(-c2ccc(C=Nc3c(C)n(C)n(-c4ccccc4)c3=O)o2)c1 | -23.9%[46.1 µM] | 10.0% | 5.1% | -6.5% | 0.3% | ? | -12.3% | 6.3%
O=C(N/N=C/c1cc([N+](=O)[O-])ccc1O)c1c[nH]c2ccccc12 | -1.3% | ? | 10.4% | -2.6% | 3.4% | ? | -1.3% | 9.3%
O=C(CN(Cc1ccccc1Cl)C(=O)c1ccc(CN2CCOCC2)o1)NCC1CCCO1 (stereo unspecified) | 1.8%[46.1 µM] | -6.7% | -3.2% | -5.1% | -1.1% | 4.3% | -1.0% | -0.3%
Cc1ccccc1Nc1nc(-c2sc(NC(=O)c3cccc(Cl)c3)nc2C)cs1 | -19.3%[46.1 µM] | ? | 3.6% | -4.3% | 0.4% | -22.6% | ? | -27.0%
O=S(=O)(c1ccc(Br)s1)N1CCc2ccccc2C1 | -14.7% | -21.8% | -0.4% | -2.7% | -1.0% | -2.6% | -2.8% | -22.2%
Cc1cc(CSc2ccccc2)ccc1NC(=O)c1ccc(CN2CCOCC2)cc1 | 4.7% | -7.7% | 2.0% | 3.1% | 0.9% | -2.9% | -0.5% | -2.5%
CC1CN(C(=O)c2scc3c2OCCO3)CC(C)O1 (stereo unspecified) | -4.8%[46.1 µM] | 3.5% | -1.3% | 7.5% | 0.9% | 8.2% | -3.8% | -2.2%
Cc1ccc(C)c(S(=O)(=O)NCC(=O)Nc2sc3c(c2C(N)=O)CCC(C)C3)c1 (stereo unspecified) | -15.9%[46.1 µM] | -22.0% | -5.1% | 12.9% | 1.0% | 4.0% | 0.7% | 3.1%
CCNS(=O)(=O)c1ccc(NC(=O)c2cc(C(F)(F)F)nn2C)cc1 | -12.5%[46.1 µM] | -1.1% | -4.5% | 5.6% | 5.4% | 7.8% | 1.4% | -8.2%
COc1cc(OC)c(NC(=O)c2cnn(-c3ccccc3)c2-n2cccc2)cc1Cl | / | -3.1% | -9.9% | 11.5% | 5.6% | / | -0.5% | /
CSCc1cc(N(C)C)nc(SCc2ccc(Cl)cc2Cl)n1 | ? | -13.2% | -4.8% | -1.4% | -0.2% | 17.5% | -2.3% | -3.2%
CN1CCC(=NNC(=O)c2cn(-c3ccccc3)nc2-c2ccccc2)CC1 | -0.6% | -3.8% | 2.8% | -10.5% | -2.9% | -3.2% | 1.5% | -3.2%
O=C(CCOc1ccccc1)NCC(c1ccco1)N1CCCCC1 (stereo unspecified) | -9.2%[46.1 µM] | 2.0% | 5.7% | -18.1% | -1.0% | 3.0% | -2.2% | 10.7%
CC(C)NC(=O)C1(c2ccccc2)CCOCC1 | -27.0%[46.1 µM] | -7.1% | 0.8% | 5.0% | -4.1% | 7.6% | -0.5% | 10.6%
CCOC(=O)c1nn(-c2ccccc2)c(C#N)c1N | -9.2% | 9.1% | 4.1% | -3.7% | -0.6%[10.1 µM] | 3.6% | -0.8% | 8.3%
O=C(Nc1ccc(F)cc1F)c1ccc(CN2CC(=O)N3CCCCC3C2=O)cc1 (stereo unspecified) | / | 10.8% | 8.9% | -3.6% | -1.6% | / | -2.5% | /
Cc1cc(NC(=O)CSc2nc(-c3ccccc3)nc3c2c(=O)n(C)c(=O)n3C)no1 | -4.6% | -1.1% | -5.9% | 0.8% | 1.1% | 0.2% | 4.7% | 2.9%
CSc1c(C#N)sc(=S)n1-c1ccc(C)cc1 | 44.1% | -1.1% | -3.4% | 0.8% | -2.2% | 0.9% | 1.1% | 0.5%
COc1ccc(C)cc1NC(=O)Nc1cccc(OCc2cc(=O)n3ccc(C)cc3n2)c1 | / | ? | 2.1% | 4.3% | -2.2% | / | -1.0% | /
Cc1nc(NC(=O)CSc2ccccc2N)sc1C | -4.6%[46.1 µM] | -12.4% | 3.3% | -5.9% | -1.0% | 2.5% | -2.9% | 4.8%
CC(C)N(CCNCC(O)COc1ccc(C(C)(C)c2ccccc2)cc1)C(C)C (stereo unspecified) | -24.3% | 1.6% | 6.8% | -2.8% | -1.5% | -25.7% | 1.1% | -3.4%
Cn1c(=O)nc2n(Cc3ccccc3)c3ccccc3cc-2c1=O | 4.6% | 8.1% | -2.2% | 1.6% | -1.8% | -1.0% | -1.5% | 9.8%
Later entries.
SMILES | NPSR antag | Tau fluor counter | Tau fibril FP | TRb SRC2 PPI | Epigenetic reg | CBFb-RUNX1 inh | TexasRed fluor | GLA spleen mod
O=C(COc1ncnc2ccccc12)NCC1CCCO1 (stereo unspecified) | 9.7% | 12.8% | 4.6% | -0.7% | 4.9% | 1.9% | 0.2% | -4.9%
Cc1nc(N2CCOCC2)c2c(C(=O)NCc3cccc(Cl)c3)c(C)oc2n1 | / | -11.6% | -9.3% | -8.0% | -1.3% | / | -0.2% | /
N/C(CS(=O)(=O)c1ccccn1)=N\OC(=O)c1ccccc1Cl | 4.8%[7.67 µM] | -13.4% | -3.6% | 4.7% | 1.1% | 0.8% | -7.8% | 3.0%
O=C(O)CCSc1nnc(COc2cccc3cccnc23)n1-c1ccccc1 | 15.4% | 12.9% | -3.8% | 0.3% | 1.3% | 9.0% | -3.5% | 2.5%
COc1ccc(/C=N/Nc2nc(Nc3ccccc3)nc(N3CCCC3)n2)cc1 | -53.8% | ? | -5.5% | 1.1% | -3.3% | -9.7% | -0.6% | -0.9%
CC(C)c1ccc2c(c1)C(c1ccc(N3CCOCC3)cc1)=NNC(c1cccs1)=N2 | -19.9%[46.1 µM] | ? | ? | -9.0% | -2.3% | ? | -3.6% | -5.1%
COC(=O)c1c(NC(=O)CN2CCN(S(=O)(=O)c3ccccc3)CC2)sc2c1CCC(C)C2 (stereo unspecified) | -15.1%[46.1 µM] | -5.0% | -4.8% | 4.3% | 1.7% | -8.2% | -1.4% | 4.0%
Cc1ccc(S(=O)(=O)C(CNC(=O)c2c(F)cccc2F)c2ccco2)cc1 (stereo unspecified) | / | -5.1% | -16.9% | 3.4% | 0.0% | / | -0.4% | /
Cc1ccc(CNC(=O)c2cc3sc(Cl)cc3n2C)cc1 | / | -10.8% | -11.3% | -1.5% | 0.0% | / | 1.3% | /
O=C1CC(c2cccc(Cl)c2)CC(O)=C1C=NC1CCCC1 (stereo unspecified) | -23.0% | -11.5% | 2.5% | -7.1% | 0.3% | 2.9% | 1.0% | 5.9%
CCCCCC(=O)NC(=S)Nc1cccc(C(C)=O)c1 | -0.9% | 1.9% | -2.2% | -2.9% | 0.0% | 14.3% | -5.8% | 3.1%
Cc1ccc(S(=O)(=O)Nn2c(O)c(C=C3N=c4ccccc4=N3)sc2=S)cc1 | ? | ? | -3.0% | -2.4% | 3.0% | -19.6% | -4.4% | -2.9%
O=C(Nc1ccccc1F)Nc1cc(S(=O)(=O)N2CCOCC2)ccc1N1CCCC1 | -24.2% | -22.7% | 2.9% | 2.5% | -2.4% | 8.0% | 0.3% | -12.0%
O=C(COC(=O)C12CC3CC(CC(C3)C1)C2)NCCCc1ccccc1 | -11.7%[46.1 µM] | 0.6% | -13.5% | -5.8% | 0.0% | 0.5% | -1.0% | -4.4%
CC1CC(C)CN(CCCNC(=O)Cn2ncn3cccc3c2=O)C1 (stereo unspecified) | -5.6%[46.1 µM] | -1.1% | 2.4% | -2.7% | 1.0% | -1.0% | -5.3% | 3.4%
COc1cccc(C2=NOC(C(=O)NC3CCCCC3)C2)c1 (stereo unspecified) | -19.9%[46.1 µM] | 0.7% | 6.3% | -20.2% | 3.9% | 1.5% | -0.5% | -1.4%
Cc1ccccc1NC(=O)CSc1nnc(Cc2cccn2C)n1-c1ccc(F)cc1 | -4.4% | -11.2% | -10.7% | 2.4% | -1.0% | -2.7% | -2.6% | 2.5%
COc1ccc(CNC(=O)C(=O)NCC2CCCO2)cc1 (stereo unspecified) | 0.5%[46.1 µM] | -5.8% | -0.2% | -12.9% | 0.9% | 1.0% | -3.7% | -1.2%
O=c1[nH]nc(Sc2ncnc3sccc23)n1CCc1ccccc1 | -8.6%[46.1 µM] | -2.0% | 6.6% | -3.9% | 3.1% | -1.2% | 0.4% | 5.3%
COc1cc(C(=O)Oc2ccccc2N)cc(OC)c1OC | 4.3%[46.1 µM] | -15.8% | 4.8% | -2.2% | -1.0% | 8.6% | -3.4% | 11.6%
c1ccc(CN2OCC3Cn4c(nc5ccccc54)C32)cc1 (stereo unspecified) | 13.4% | 13.5% | 0.0% | -2.5% | -3.3% | -0.3% | 0.2% | 1.9%
O=C(Nc1ccccc1-c1ccccc1)C1CCCC1 | -30.2% | 0.3% | 0.6% | 1.6% | -1.6% | -1.7% | 0.3% | 4.6%
CC(On1c(-c2ccccc2)nc2ccc(Cl)cc21)C(=O)O (stereo unspecified) | -6.9% | 3.1% | -7.4% | -0.5% | -2.1% | 1.4% | -1.3% | -3.9%
Cc1c(NS(=O)(=O)c2ccc(C(=O)NCc3ccccc3)cc2)c(=O)n(-c2ccccc2)n1C | 0.4% | -3.9% | 4.3% | 1.7% | -5.1% | 6.2% | 0.7% | -5.3%

Quoted from the results shown (two entries):
SMILES | NPSR antag | Tau fluor counter | Tau fibril FP | TRb SRC2 PPI | Epigenetic reg | CBFb-RUNX1 inh | TexasRed fluor | GLA spleen mod
O=C(COc1ncnc2ccccc12)NCC1CCCO1 (stereo unspecified) | 9.7% | 12.8% | 4.6% | -0.7% | 4.9% | 1.9% | 0.2% | -4.9%
Cc1nc(N2CCOCC2)c2c(C(=O)NCc3cccc(Cl)c3)c(C)oc2n1 | / | -11.6% | -9.3% | -8.0% | -1.3% | / | -0.2% | /
